CHT block – human CHT choline transport inhibition; AID 488975; B-score at 10 µM; Q9GZV3; hit rate 0.86% among 310,000; CHT-expressing cells, membrane potential dye, choline response; active compounds read low;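 active = B-score over 3 SD under the library average, and starting fluorescence ratio not unusually high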;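 also: choline stimulus applied at its EC90 after an EC20 pre-addition; B-score computed on integrated fluorescence ratio after choline addition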
Target sequence (Q9GZV3 whole entry, looked up): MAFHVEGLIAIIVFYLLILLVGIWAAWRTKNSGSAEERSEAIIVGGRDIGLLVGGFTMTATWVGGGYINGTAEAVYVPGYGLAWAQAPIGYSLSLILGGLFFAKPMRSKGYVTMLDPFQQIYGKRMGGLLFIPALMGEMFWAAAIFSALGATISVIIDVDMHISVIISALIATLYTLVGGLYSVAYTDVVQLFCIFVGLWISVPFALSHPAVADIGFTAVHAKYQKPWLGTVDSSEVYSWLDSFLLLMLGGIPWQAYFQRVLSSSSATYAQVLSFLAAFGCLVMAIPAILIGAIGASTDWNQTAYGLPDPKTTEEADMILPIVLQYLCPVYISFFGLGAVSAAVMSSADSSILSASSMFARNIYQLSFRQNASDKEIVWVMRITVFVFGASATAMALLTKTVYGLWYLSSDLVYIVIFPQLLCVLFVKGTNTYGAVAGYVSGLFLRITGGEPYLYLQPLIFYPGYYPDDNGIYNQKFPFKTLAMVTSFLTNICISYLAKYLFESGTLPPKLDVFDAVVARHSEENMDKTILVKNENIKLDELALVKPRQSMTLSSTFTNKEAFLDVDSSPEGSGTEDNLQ
Kir21 block – Kir2.1 (mouse) channel inhibition; hit rate 0.85% among 310,000; HEK293-Kir2.1, FluxOR thallium flux fluorescence; active compounds read low; B-score at 10 µM; AID 1672; P35561;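 active = fluorescence ratio B-score at or below minus 3 SD of library scores, with starting-brightness B-score within 2 SD, cut at about -4.2 in these data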;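 also: channel flux triggered by added potassium and thallium sulfate stimulus; B-score of peak minus minimum fluorescence over baseline after thallium stimulus; more negative B-score means stronger Kir2.1 block with less thallium influx; some compounds called inactive have numbers as strong as hits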
Target sequence (P35561 whole entry, looked up): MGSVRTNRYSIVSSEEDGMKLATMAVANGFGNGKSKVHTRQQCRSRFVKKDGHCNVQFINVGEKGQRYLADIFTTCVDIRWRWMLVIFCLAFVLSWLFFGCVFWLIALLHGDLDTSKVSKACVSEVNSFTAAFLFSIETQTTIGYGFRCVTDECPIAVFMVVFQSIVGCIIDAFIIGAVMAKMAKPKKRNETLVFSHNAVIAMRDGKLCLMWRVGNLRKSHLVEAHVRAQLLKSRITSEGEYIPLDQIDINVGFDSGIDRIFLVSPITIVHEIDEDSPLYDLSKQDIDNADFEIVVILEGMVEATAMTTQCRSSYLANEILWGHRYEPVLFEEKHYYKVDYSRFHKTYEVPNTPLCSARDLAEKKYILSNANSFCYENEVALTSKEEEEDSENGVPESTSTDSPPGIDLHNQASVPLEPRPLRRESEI
* = called active by the depositor.

`O=C(Nc1ccc2c(c1)OCO2)c1ccc(Cl)s1` gave CHT block inactive and Kir21 block -2.3.
For CC(C)[C@H](NS(=O)(=O)c1ccc(Cl)cc1)C(=O)OCC(=O)NCCN1C(=O)CSC1=O the results were CHT block inactive and Kir21 block -0.44.
Screening COc1cc(C(=O)Nc2ccc3c(c2)CCCN3C(=O)c2ccco2)c([N+](=O)[O-])cc1OC returned CHT block inactive and Kir21 block -0.58.
`COC(=O)Cn1ccc2cc(S(=O)(=O)N3CCCCC3)ccc21` gave CHT block inactive and Kir21 block 0.01.
Screening Cc1ccc(C(=O)Nc2ncc3c(n2)CC(c2ccco2)CC3=O)cc1 (stereo unspecified) returned CHT block inactive and Kir21 block 0.05.
`COc1ccc(Cn2cc3c(-c4ccc(F)cc4)nnc-3c3cc(OC)c(OC)cc32)cc1` gave CHT block inactive.
`CCOc1c(Cl)cc(CNC(C)(C)CC(C)(C)C)cc1OC` gave CHT block inactive and Kir21 block 0.3.
CCOC(=O)C(C)NC(=O)C(NC(=O)C1CCC(CC)CC1)C(C)C (stereo unspecified) was read as CHT block inactive and Kir21 block -0.84.
CS(=O)(=O)NCCNc1ccc(Cl)cc1[N+](=O)[O-] was read as CHT block inactive and Kir21 block 0.13.
`COc1ccc(C2Nc3ccccc3NC3=C2C(=O)CC(C)(C)C3)c(OC)c1OC` (stereo unspecified) gave CHT block inactive and Kir21 block -0.91.
Cc1cccc(-c2cc3c(N=O)c4ccccc4c-3n[nH]2)c1 was read as CHT block inactive and Kir21 block 0.38.
`CCOC(=O)c1cnc2c(-c3ccccc3)cnn2c1N` gave CHT block inactive and Kir21 block -0.86.
Screening CN(C)C(=O)CSc1nnc(-c2cccnc2)n1-c1ccccc1 returned CHT block inactive and Kir21 block -1.6.
Screening O=C(NCC12CC3CC(C1)CC(CNC(=O)N1CCCC1)(C3)C2)N1CCCC1 returned CHT block inactive and Kir21 block -1.2.
For NC(=O)/C(=C/c1ccco1)C(N)=S the results were CHT block inactive and Kir21 block 0.47.
For CN1C(=O)[C@@H]2[C@H](C1=O)[C@@H]1C(=O)Nc3ccccc3C(=O)N1[C@@H]2c1cccc(Br)c1 the results were CHT block inactive and Kir21 block 0.28.
`O=C(CCN1C(=O)C2C3CCC(C3)C2C1=O)Nc1ccc(Br)cc1` (stereo unspecified) gave CHT block inactive and Kir21 block 0.57.
CCn1c(-c2cc(-c3ccc(OC(C)C)cc3)nc3ccccc23)n[nH]c1=S was read as CHT block inactive and Kir21 block -0.01.
Screening CCOP(=O)(OCC)C(Nc1ccc(OC)cc1)c1ccco1 (stereo unspecified) returned CHT block inactive and Kir21 block -0.02.
`Cc1nnsc1C(=O)N(Cc1ccccc1)C(C)C` gave CHT block inactive and Kir21 block -0.19.

Next section; it opens with the six that closed the last part.
For NC(=O)/C(=C/c1ccco1)C(N)=S the results were CHT block inactive and Kir21 block 0.47.
For CN1C(=O)[C@@H]2[C@H](C1=O)[C@@H]1C(=O)Nc3ccccc3C(=O)N1[C@@H]2c1cccc(Br)c1 the results were CHT block inactive and Kir21 block 0.28.
`O=C(CCN1C(=O)C2C3CCC(C3)C2C1=O)Nc1ccc(Br)cc1` (stereo unspecified) gave CHT block inactive and Kir21 block 0.57.
CCn1c(-c2cc(-c3ccc(OC(C)C)cc3)nc3ccccc23)n[nH]c1=S was read as CHT block inactive and Kir21 block -0.01.
Screening CCOP(=O)(OCC)C(Nc1ccc(OC)cc1)c1ccco1 (stereo unspecified) returned CHT block inactive and Kir21 block -0.02.
`Cc1nnsc1C(=O)N(Cc1ccccc1)C(C)C` gave CHT block inactive and Kir21 block -0.19.
Screening Cc1cccc(NC(=O)c2sc(NC(=O)COc3ccccc3)c(C#N)c2C)c1C returned CHT block inactive and Kir21 block 0.1.
Screening COc1ccc(C(=O)Nc2ccccc2C(=O)NCCCn2ccnc2)cc1 returned Kir21 block -2.
For Cc1ccccc1OCCCSc1nc2ccccc2[nH]1 the results were CHT block inactive and Kir21 block 1.3.
Screening Cc1ccc2[nH]c3c(c2c1)CCC3=O returned CHT block inactive and Kir21 block 0.38.
Screening COc1ccc(OC)c(CNC(=O)c2ccc(C)c(NC(=O)C3=C(C)OCCS3)c2)c1 returned CHT block inactive and Kir21 block 1.3.
`O=C(CC(C(=O)O)c1ccccc1)c1cccs1` (stereo unspecified) gave CHT block inactive and Kir21 block -1.1.
COc1ccc(S(=O)(=O)N2CCC(C(=O)NCCN3CCOCC3)CC2)cc1OC was read as CHT block inactive and Kir21 block -0.69.
COc1ccc(C(=O)Nc2c(Cl)cc(Cl)cc2C(=O)NCc2ccco2)cc1 was read as CHT block inactive and Kir21 block 0.64.
Screening O=C(Cc1ccccc1)Nc1nc(-c2cccc([N+](=O)[O-])c2)cs1 returned CHT block inactive and Kir21 block 0.48.
Screening CCCC(=O)NC(C)c1nc2ccccc2n1C(C)C (stereo unspecified) returned CHT block inactive and Kir21 block -0.26.
Cc1cccc(C(=O)N[C@H](C(=O)OCC(=O)NC(=O)c2cccn2C)C(C)C)c1 was read as CHT block inactive and Kir21 block 0.12.
Screening Cc1ccc(/C=N/N=C2/NC(=O)C(CC(=O)Nc3ccccc3)S2)o1 (stereo unspecified) returned CHT block inactive and Kir21 block 1.2.
O=C(CSCc1ccc(Cl)cc1)Nc1ccc(Br)cc1C(=O)O was read as CHT block inactive and Kir21 block 0.38.
O=C(CCc1nnc2n(Cc3ccc(F)cc3)c(=O)c3ccccc3n12)N1CCN(c2ccccn2)CC1 was read as CHT block inactive and Kir21 block -2.9.
`COC(=O)C1=C(C)N(Cc2ccc(OC)cc2)C(=O)C1` gave CHT block inactive and Kir21 block 0.04.
Screening Cn1cc(C(=O)N/N=C/c2cccs2)c2ccccc21 returned CHT block inactive and Kir21 block 0.93.
CC1=CC(C)C2(CO)COC(c3ccccc3O)C1C2C (stereo unspecified) was read as CHT block inactive and Kir21 block -0.57.
COc1ccccc1Cn1c(=S)[nH]c2cc(C(=O)NCC(OC)OC)ccc2c1=O was read as CHT block inactive and Kir21 block 2.2.
Screening Cc1ccc(/C=C/C(=O)OCC(=O)NCCN2C(=O)CSC2=O)cc1 returned CHT block inactive and Kir21 block 1.2.
For CC1(c2ccccc2)NC(=O)N(CC(=O)Nc2ccc(Cl)c(S(=O)(=O)N3CCCCC3)c2)C1=O (stereo unspecified) the results were CHT block inactive and Kir21 block -0.05.
`COc1ccc(CC2S/C(=N/N=C/c3ccc(O)cc3)NC2=O)cc1` (stereo unspecified) gave CHT block inactive and Kir21 block 1.7.
Screening Fc1ccc(N=c2ssnc2Cl)c(F)c1 returned CHT block inactive and Kir21 block 0.17.
Screening COc1ccc(CNc2nnnn2C)c(OC)c1 returned CHT block inactive and Kir21 block 0.33.
CC(O)C(O)C(O)C(O)/C=N/NC(=O)c1ccccc1 (stereo unspecified) was read as CHT block inactive and Kir21 block -1.9.
O=C(NCCCn1ccnc1)c1cc(-c2ccccc2)on1 was read as CHT block inactive and Kir21 block -1.
`Cc1cc(NC(=O)CSc2ncnc3ccccc23)no1` gave CHT block inactive and Kir21 block -2.3.
CSCCOC(=O)C1=C(C)NC(=O)CC1c1ccccc1Cl (stereo unspecified) was read as CHT block inactive and Kir21 block -5.5*.
Screening COc1ccc(C2=CSC3=NCCN23)cc1Cl returned CHT block inactive and Kir21 block 1.6.
For Cc1ccc(NS(=O)(=O)c2cc(N)ccc2Cl)c(C)c1 the results were CHT block inactive and Kir21 block -0.38.
`Cc1ccc(S(=O)(=O)c2nnn3c2nc(N2CCN(c4ccccn4)CC2)c2ccccc23)cc1C` gave CHT block inactive and Kir21 block -0.85.
For CCOC(=O)N1CCN(C(=O)Cn2ncn3nc(-c4cccs4)cc3c2=O)CC1 the results were CHT block inactive and Kir21 block 2.4.
Screening Cc1ccc(S(=O)(=O)NC2=NCN(CCOC(=O)c3ccc([N+](=O)[O-])cc3)CN2)cc1 returned CHT block inactive and Kir21 block 0.22.
CCOc1ccc(-c2c(C(=O)N/N=C/c3ccc(OC)cc3)nnn2-c2nonc2N)cc1 was read as CHT block inactive and Kir21 block 0.01.
Screening CCCCc1nnc(SCc2ccc(OCC)cc2)n1N returned CHT block inactive and Kir21 block 1.1.
`CN(CCO)c1ccc(/C=N/Nc2nncc3ccccc23)cc1` gave CHT block inactive and Kir21 block 2.
CCOc1ccccc1NC(=O)C(NCC1(N2CCCCC2)CCCCC1)c1ccccc1 (stereo unspecified) was read as CHT block inactive and Kir21 block -1.7.
Screening CCC(C)Cn1c(S(=O)(=O)O)nc2ccccc21 (stereo unspecified) returned CHT block inactive and Kir21 block -1.2.
`C/C(=N/NC(=O)c1ccoc1C)c1cccc(NC(=O)C2CC2)c1` gave CHT block inactive and Kir21 block -0.3.
For CCn1nc(C)c(NC(=O)c2ccc(Br)o2)c1C the results were CHT block inactive and Kir21 block -0.69.
Screening Cc1ccc(CN2CCc3c(OCC(=O)Nc4cc(C)ccc4C)cccc3C2=O)cc1 returned CHT block inactive and Kir21 block 0.39.
Screening Cc1ccccc1C(=O)O/N=C(\c1ccccc1)c1ccccn1 returned CHT block inactive and Kir21 block -2.4.
Screening CNC(=O)c1sc(-c2ccc(Cl)cc2)nc1C returned CHT block inactive and Kir21 block 0.
For COc1ccc(OC)c(NC(=O)NNC(=O)COc2ccc(-c3ccccc3)cc2)c1 the results were CHT block inactive and Kir21 block 0.48.
Screening O=C(NCCCn1ccnc1)c1ccc(N2CCCCCC2)c([N+](=O)[O-])c1 returned CHT block inactive and Kir21 block -2.
Screening CC(C)(C)OC(=O)N/N=C/c1cc(N=Nc2ccccc2)ccc1O returned CHT block inactive and Kir21 block 0.01.
`COc1cccc(CNC(=O)CCCn2ncn3c(cc4occc43)c2=O)c1` gave CHT block inactive and Kir21 block -0.51.
For O=C(CCCc1ccccc1)NC1CC1 the results were CHT block inactive and Kir21 block -0.11.
`Cn1cc(Cl)c(C(=O)N/N=C/c2ccc3c4c(cccc24)CC3)n1` gave CHT block inactive and Kir21 block 0.2.
For CC1CC(=S)Nc2ccccc2N1C(=O)Nc1ccccc1 (stereo unspecified) the results were CHT block inactive and Kir21 block -1.1.
Screening CC(C)CNS(=O)(=O)c1cc(C(=O)N2CC(C)OC(C)C2)c(Cl)cc1Cl (stereo unspecified) returned CHT block inactive and Kir21 block -0.91.
`CCN(Cc1ccccc1)C(=O)CSc1nncn1C` gave CHT block inactive and Kir21 block -1.9.
Screening CN(C)CCCN(C(=O)C1COc2ccccc2O1)c1nc2ccc(F)cc2s1 (stereo unspecified) returned CHT block inactive and Kir21 block 1.8.
Screening CC(=O)C1=C(O)C(=O)N(Cc2ccccc2)C1c1ccco1 (stereo unspecified) returned CHT block inactive and Kir21 block -0.65.
For CC(C)(C)OC(=O)N1CCC(c2c(C(=O)O)cnn2-c2ccc(Cl)cc2)CC1 the results were CHT block inactive and Kir21 block 0.01.
`CC(=O)Nc1ccc(S(=O)(=O)N2CCN(S(=O)(=O)N3CCC(C)CC3)CC2)cc1` gave CHT block inactive and Kir21 block 2.2.
For CN(c1ccccc1)S(=O)(=O)c1ccc(NC(=S)NC(=O)C2CC2)cc1 the results were CHT block inactive and Kir21 block 2.2.
For O=C(Nc1ccc(S(=O)(=O)Nc2nccs2)cc1)C(F)(F)F the results were CHT block inactive and Kir21 block 0.51.
COC(=O)C(C(=O)OC)c1ccc(-n2cccc2)cc1 was read as CHT block inactive and Kir21 block 1.5.
COC(=O)c1ccc(NC(=O)C2C3CCC(C3)C2C(=O)O)cc1 (stereo unspecified) was read as CHT block inactive and Kir21 block -0.01.
Screening CC(C)c1ccccc1NS(=O)(=O)N(C)C returned CHT block inactive and Kir21 block 0.96.

Looked up by structure from above (seven):
For O=C(Nc1ccc(S(=O)(=O)Nc2nccs2)cc1)C(F)(F)F the results were CHT block inactive and Kir21 block 0.51.
Screening Cc1ccccc1C(=O)O/N=C(\c1ccccc1)c1ccccn1 returned CHT block inactive and Kir21 block -2.4.
Screening CC(C)c1ccccc1NS(=O)(=O)N(C)C returned CHT block inactive and Kir21 block 0.96.
COC(=O)C(C(=O)OC)c1ccc(-n2cccc2)cc1 was read as CHT block inactive and Kir21 block 1.5.
For O=C(CCCc1ccccc1)NC1CC1 the results were CHT block inactive and Kir21 block -0.11.
Screening CC(=O)C1=C(O)C(=O)N(Cc2ccccc2)C1c1ccco1 (stereo unspecified) returned CHT block inactive and Kir21 block -0.65.
For CC(C)(C)OC(=O)N1CCC(c2c(C(=O)O)cnn2-c2ccc(Cl)cc2)CC1 the results were CHT block inactive and Kir21 block 0.01.

Next records follow.
For Cc1cccc(NC(=O)CCC(=O)NCCO)c1 the results were CHT block inactive and Kir21 block -2.1.
For COc1cc(C(C)=O)ccc1Oc1cc(NN2CCCCC2)c([N+](=O)[O-])cc1[N+](=O)[O-] the results were CHT block inactive and Kir21 block 0.02.
`COc1ccc(OC)c(NC(=S)N2CCN(C(=O)C3CCCO3)CC2)c1` (stereo unspecified) gave CHT block inactive and Kir21 block -0.2.
c1ccc2c(c1)NCC1CCCN21 (stereo unspecified) was read as CHT block inactive and Kir21 block -1.7.
Screening CCOc1ccc(S(=O)(=O)N2CCCC(C(=O)N3CCOCC3)C2)cc1 (stereo unspecified) returned CHT block inactive and Kir21 block -0.03.
For COc1cccc(NC(=O)C2CCN(S(C)(=O)=O)CC2)c1 the results were CHT block inactive and Kir21 block 0.84.
Screening Cc1oc(C(=O)O)cc1COc1ccc2c3c(c(=O)oc2c1C)CCC3 returned CHT block -6.6* and Kir21 block -0.86.
For CCc1ccc(S(=O)(=O)Nc2ccccn2)cc1 the results were CHT block inactive and Kir21 block -0.45.
Clc1ccc2nc(C3CCN(Cc4nnnn4C4CCCCC4)CC3)[nH]c2c1 was read as CHT block inactive and Kir21 block -0.01.
Screening Cc1cc(NC(=O)CSc2nc(=O)cc(N)n2-c2ccc(Cl)cc2)no1 returned CHT block inactive and Kir21 block -0.03.

Rows are unselected; overall some 1.6% were active at least once.
